T cruzi growth: blocks T. cruzi growth in NIH3T3 culture; T. cruzi beta-gal in NIH3T3, GalScreen luminescence, 90 h; inhibition, % at 8.34 µM; actives 5.9% (n = 77,000); AID 624255;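 active = mean inhibition above about 93%, with at least 55% of replicates each passing it, limit read from the data, passing the limit was not always enough; inconclusive = only one of those two conditions holds; inactive = neither condition holds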
C diff growth: blocks growth of Clostridium difficile; AID 1259249; actives 0.25% (n = 86,000); Clostridium difficile clinical isolate growth, OD600, 24 h; stronger effect = lower value; growth activity, negative = inhibition, % at 16 µg/mL (by protocol);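 active = mean growth activity at or below -80% and every replicate also at or below -80%; inconclusive = mean at or below -80% but some replicate above -80%; inactive = mean growth activity above -80%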;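 note: 0% = DMSO wells and -100% = levofloxacin 16 µg/mL wells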
GASC1 inh: inhibitors of human demethylase GASC-1 KDM4C; Q9H3R0; GST-KDM4C 2-372, H3K9me3 peptide, LANCE TR-FRET; inhibition, % at 12.5 µM; actives 0.15% (n = 96,000);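 active = mean replicate inhibition above about 25%, with at least 55% of replicates also reaching it, limit read from the data, passing the limit was not always enough; inconclusive = only one of those two conditions met; inactive = neither condition met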
Target sequence (Q9H3R0 2-372 limits assumed): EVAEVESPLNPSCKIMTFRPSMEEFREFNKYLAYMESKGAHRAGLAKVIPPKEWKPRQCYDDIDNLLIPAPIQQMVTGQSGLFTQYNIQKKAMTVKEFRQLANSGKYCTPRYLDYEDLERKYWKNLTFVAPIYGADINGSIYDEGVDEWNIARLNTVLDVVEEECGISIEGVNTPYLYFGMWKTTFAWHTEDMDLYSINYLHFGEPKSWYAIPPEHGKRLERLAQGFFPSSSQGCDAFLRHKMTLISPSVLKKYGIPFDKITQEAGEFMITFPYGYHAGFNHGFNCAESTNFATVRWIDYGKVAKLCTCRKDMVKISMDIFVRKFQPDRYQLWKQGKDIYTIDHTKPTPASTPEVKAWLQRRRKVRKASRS
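Assay system: GST-GASC-1 enzyme fragment 2-372 | Amount: 10 nM enzyme | Medium: HEPES buffer, pH 7.5, plus ascorbate | Reagent: H3K9me3 peptide substrate, Fe(II), 2-oxoglutarate | Doses: Single-point compound screen | Incubation: 30 min demethylation and 1 h detection at room temperature | Measured by: LANCE TR-FRET, excitation 340 nm, emissions 618 and 671 nm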
Pf Dd2 inh: inhibitors of Plasmodium falciparum Dd2 growth | P. falciparum Dd2 growth, SYBR Green, 72 h; stronger effect = lower value | activity change, % at 10 µM | actives 2.3% (n = 94,000); in the data active = activity change below about -80%; inconclusive = no clear call, values can overlap the other calls
* marks the source's active call; other numbers are inactive results; ? = inconclusive; / = no result given; & = joins results of further samples; ! = repeats disagree.

Every second line gives: T cruzi growth	C diff growth	GASC1 inh	Pf Dd2 inh
> COc1ccc(OC(=O)N(C)C[C@@H]2OCc3ccccc3-c3ccccc3C(=O)N([C@H](C)CO)C[C@H]2C)cc1
  36	-4	0.5	-36
> COc1ccc(NC(=O)N(C)C[C@H]2OCCCC[C@H](C)Oc3ccc(NC(=O)CCC(F)(F)F)cc3C(=O)N([C@@H](C)CO)C[C@H]2C)cc1
  41	1	0.8	-28
> CO[C@@H]1CN(C)C(=O)c2ccc(NS(=O)(=O)c3cn(C)cn3)cc2OC[C@H](C)N(CCC(F)(F)F)C[C@@H]1C
  40	/	-1.7	4
> C[C@@H]1CN([C@@H](C)CO)C(=O)c2cc(NS(=O)(=O)c3ccc(F)cc3)ccc2O[C@H]1CN(C)Cc1ccncc1
  88	-1	1.2	12
> C[C@H](CO)N1C[C@H](C)[C@@H](CN(C)Cc2ccncc2)OCCCC[C@H](C)Oc2ccc(N(C)C)cc2C1=O
  33	-4	2.0	4
> O=C([C@H]1[C@H](CO)[C@H]2Cn3c(cccc3=O)[C@H]2N1Cc1ccccn1)N1CCC(Cc2ccccc2)CC1
  /	0	2.9	-2
> C[C@H](CO)N1C[C@H](C)[C@H](CN(C)C(=O)Nc2ccc(F)cc2)Oc2c(NC(=O)C3CCOCC3)cccc2C1=O
  6	0	0.6	33
> C[C@@H]1CN([C@@H](C)CO)C(=O)c2cc(NS(=O)(=O)c3cccs3)ccc2O[C@@H](C)CCCCO[C@H]1CN(C)C(=O)Nc1cccc2ccccc12
  63	18	-0.5	-77
> O=C(C[C@H]1C=C[C@@H](NC(=O)CC2CC2)[C@@H](CO)O1)NCc1ccccc1
  /	-1	0.5	-19
> CCNC(=O)[C@@H]1[C@@H](CO)[C@@H]2Cn3c(ccc(C4=CCCCC4)c3=O)[C@@H]2N1C(=O)CC1CC1
  9	-3	14	6
> CCCC#Cc1ccc2c(c1)O[C@H](CN(C)S(=O)(=O)c1cccc(OC)c1)[C@@H](C)CN([C@H](C)CO)S2(=O)=O
  /	4	11	-48
> COc1ccc(C#Cc2ccc3c(c2)O[C@H](CN(C)C(=O)c2ccccn2)[C@@H](C)CN([C@@H](C)CO)S3(=O)=O)cc1
  /	-18	-4.9	-67
> CC(C)NC(=O)Nc1cccc2c1O[C@H](CN(C)C(=O)NC(C)C)[C@H](C)CN([C@H](C)CO)C2=O
  30	-3	1.0	-12
> COc1ccc(S(=O)(=O)Nc2ccc3c(c2)C(=O)N([C@@H](C)CO)C[C@H](C)[C@H](CN(C)C(=O)Nc2ccccc2)OCCCC[C@H](C)O3)cc1
  95	-3	-1.7	-31
> C[C@@H]1CCCCO[C@@H](CN(C)S(=O)(=O)c2cccs2)[C@@H](C)CN([C@H](C)CO)C(=O)c2cc(NC(=O)NC3CCCCC3)ccc2O1
  103*	7	-2.9	-68
> CO[C@@H]1CN(C)C(=O)c2ccc(NC(=O)C3CC3)cc2OC[C@@H](C)N(C(=O)C2CCOCC2)C[C@@H]1C
  40	/	0.6	/
> C[C@H]1CCCCO[C@@H](CN(C)Cc2ccc(Cl)c(Cl)c2)[C@@H](C)CN([C@@H](C)CO)C(=O)c2cc(NC(=O)Nc3ccc(C(F)(F)F)cc3)ccc2O1
  70	5	9.0	-78
> COc1ccc(S(=O)(=O)Nc2ccc3c(c2)C(=O)N([C@H](C)CO)C[C@H](C)[C@@H](CN(C)C(=O)Nc2ccc(C(F)(F)F)cc2)OCCCC[C@@H](C)O3)cc1
  108*	7	0.5	-66
> CN1CCN(C(=O)C[C@@H]2C[C@H]3c4cc(NC(=O)c5ccc6c(c5)OCO6)ccc4O[C@H]3[C@@H](CO)O2)CC1
  -36	/	-1.5	43
> C[C@H](CO)N1C[C@H](C)[C@@H](CN(C)C(=O)Nc2ccc(F)cc2)Oc2ccc(NC(=O)Nc3ccccc3)cc2C1=O
  /	3	-0.4	-11

Overlap with the part before: 2 entries; new compounds follow.
Every second line gives: T cruzi growth	C diff growth	GASC1 inh	Pf Dd2 inh
> CN1CCN(C(=O)C[C@@H]2C[C@H]3c4cc(NC(=O)c5ccc6c(c5)OCO6)ccc4O[C@H]3[C@@H](CO)O2)CC1
  -36	/	-1.5	43
> C[C@H](CO)N1C[C@H](C)[C@@H](CN(C)C(=O)Nc2ccc(F)cc2)Oc2ccc(NC(=O)Nc3ccccc3)cc2C1=O
  /	3	-0.4	-11
> C/C=C/c1cnc2c(c1)C(=O)N([C@@H](C)CO)C[C@H](C)[C@@H](CN(C)Cc1ccc3c(c1)OCO3)O2
  /	-1	0.6	-26
> C[C@H]1CN([C@@H](C)CO)C(=O)c2cccc(NS(=O)(=O)c3ccc(F)cc3)c2O[C@H]1CN(C)Cc1ccc(C(=O)Nc2ccccc2N)cc1
  /	0	0.6	-88*
> C[C@@H]1CN([C@@H](C)CO)S(=O)(=O)c2ccc(C#C[C@@H](C)O)cc2O[C@H]1CN(C)C(=O)C1CC1
  5	/	-0.4	33
> C[C@H]1CN([C@@H](C)CO)C(=O)c2cccc(NS(=O)(=O)c3ccccc3)c2O[C@H]1CN(C)C(=O)Nc1ccc2c(c1)OCO2
  6	1	1.2	-19
> COCC#Cc1cnc2c(c1)C(=O)N([C@H](C)CO)C[C@@H](C)[C@@H](CN(C)Cc1ccc(-c3ccccc3)cc1)O2
  84	3	-1.3	-38
> CC(C)NC(=O)Nc1ccc2c(c1)C(=O)N(C)[C@@H]1CC[C@@H](CC(=O)Nc3ccccc3)O[C@H]1CO2
  16	-2	0.4	-4
> C[C@@H]1CN([C@@H](C)CO)C(=O)c2cccc(N(C)C)c2O[C@@H]1CN(C)Cc1ccccc1
  8	-9	0.1	-3
> O=C1CN(S(=O)(=O)Cc2ccccc2)C[C@H]2[C@@H](c3ccc(C#Cc4cccc(F)c4)cc3)[C@H](CO)N12
  /	13	-1.3	-12
> C[C@H](CO)N1C[C@H](C)[C@H](CN(C)C(=O)Nc2ccc3c(c2)OCO3)OCCCC[C@H](C)Oc2ccc(NC(=O)Nc3ccc(C(F)(F)F)cc3)cc2C1=O
  98*	4	-1.8	-60
> C[C@H](CO)N1C[C@H](C)[C@@H](CN(C)Cc2ccc(Cl)c(Cl)c2)Oc2ccc(NC(=O)CCN3CCOCC3)cc2CC1=O
  -4	-10	1.3	-16
> C[C@H](CO)N1C[C@H](C)[C@H](CN(C)C(=O)C2CCCCC2)Oc2ncc(C#CC(C)(C)O)cc2C1=O
  -89	4	-0.1	25
> C[C@H]1CN([C@@H](C)CO)S(=O)(=O)c2ccc(C#CC(C)(C)O)cc2O[C@H]1CN(C)C(=O)CN(C)C
  -29	-4	0.7	27
> Cc1ccc(S(=O)(=O)NCC[C@@H]2CC[C@@H](NC(=O)c3ccccn3)[C@H](CO)O2)cc1
  37	0	-0.4	24
> C[C@@H]1CN([C@H](C)CO)C(=O)c2cccc(NS(=O)(=O)c3ccc(Cl)cc3)c2O[C@@H]1CN(C)C(=O)Nc1ccccc1
  58	2	7.1	3
> COCC(=O)N1[C@H](CO)[C@H]2c3ccccc3NC[C@H]21
  28	-5	-3.5	-4
> C[C@@H]1CCCCO[C@@H](CN(C)C(=O)Nc2ccccc2)[C@H](C)CN([C@@H](C)CO)C(=O)c2cc(NC(=O)Nc3ccc4c(c3)OCO4)ccc2O1
  33	5	-1.2	13
> CCCc1cn(CC[C@H]2CC[C@@H](NC(=O)Nc3ccccc3F)[C@H](CO)O2)nn1
  87	/	-1.1	-15
> Cc1noc(C)c1NC(=O)N(C)C[C@H]1Oc2ccc(NC(=O)Cn3cnnn3)cc2C(=O)N([C@@H](C)CO)C[C@@H]1C
  20	/	6.1	20
> C[C@H](CO)N1C[C@H](C)[C@@H](CN(C)C(=O)CC2CC2)Oc2ncc(C#C[C@@H](C)O)cc2C1=O
  19	0	-1.4	/
> CO[C@H](CN(C)S(=O)(=O)c1cn(C)cn1)[C@H](C)CN(C(=O)Nc1ccc(C(F)(F)F)cc1)[C@@H](C)CO
  34	/	0.3	15

One compound at a time (already shown). Screens in order: T cruzi growth, C diff growth, GASC1 inh, Pf Dd2 inh
Profile of C[C@H]1CN([C@@H](C)CO)S(=O)(=O)c2ccc(C#CC(C)(C)O)cc2O[C@H]1CN(C)C(=O)CN(C)C = -29, -4, 0.7, 27
Profile of C[C@H]1CN([C@@H](C)CO)C(=O)c2cccc(NS(=O)(=O)c3ccc(F)cc3)c2O[C@H]1CN(C)Cc1ccc(C(=O)Nc2ccccc2N)cc1 = /, 0, 0.6, -88*

Additional records follow.
Every second line gives: T cruzi growth	C diff growth	GASC1 inh	Pf Dd2 inh
> CC(=O)N1[C@H](CO)[C@H](c2ccc(-c3ccccc3F)cc2)[C@@H]1CNC(C)C
  /	-6	0.2	-21
> Cc1noc(C)c1S(=O)(=O)Nc1ccc2c(c1)C(=O)N([C@H](C)CO)C[C@H](C)[C@H](CN(C)C(=O)c1ccncc1)OCCCC[C@H](C)O2
  35	-1	-1.8	24
> C[C@H](CO)N1C[C@H](C)[C@H](CN(C)S(=O)(=O)c2cn(C)cn2)Oc2ccc(NC(=O)NC3CCCCC3)cc2C1=O
  17	3	0.2	23
> COc1ccc2c3c(n(C)c2c1)[C@@H](CO)N(C(=O)C1CCCCC1)CC31CCN(C(=O)c2ccncc2)CC1
  /	15	0.3	-44
> C[C@H]1CN([C@@H](C)CO)S(=O)(=O)c2ccc(C#Cc3ccncc3)cc2O[C@H]1CN(C)C(=O)C1CCCCC1
  -20	-6	-0.8	-40
> COc1cccc(S(=O)(=O)N[C@H]2CC[C@H](CCn3cc(-c4ccccc4)nn3)O[C@@H]2CO)c1
  -21	-7	-0.5	21
> O=C(CN1CCOCC1)NCC[C@H]1CC[C@H](NC(=O)Nc2ccc(Cl)cc2)[C@@H](CO)O1
  47	-5	0.3	5
> CO[C@@H]1CN(C)C(=O)c2cc(NC(=O)c3ccccc3)ccc2OC[C@@H](C)N(C)C[C@@H]1C
  -29	-22	-0.7	39
> O=C(NC1CCCC1)N1CCCCN2[C@H](CO)[C@@H](c3ccc(-c4ccccc4)cc3)[C@H]2C1
  61	-15	-2.6	1
> CCN1[C@@H]2c3ccc(C4=CCCC4)c(=O)n3C[C@@H]2[C@@H](CO)[C@@H]1C(=O)N(C)C
  -15	0	4.6	/
> N#C[C@H]1[C@@H](c2ccccc2-c2ccc(F)cc2)[C@@H](CO)N1C(=O)NC1CCCCC1
  /	7	-2.2	61
> COc1cccc(S(=O)(=O)N[C@@H]2CC[C@@H](CC(=O)NCc3ccccc3)O[C@H]2CO)c1
  1	-2	0.9	-5
> COc1ccc(-c2ccc([C@@H]3[C@H](CO)N4C(=O)CN(C(=O)c5cccnc5)C[C@@H]34)cc2)cc1
  /	-1	-0.3	-61
> COc1ccc2c3c(n(C)c2c1)[C@@H](CO)N(C(=O)c1cccnc1)CC31CN(S(C)(=O)=O)C1
  /	-3	-0.9	12
> CO[C@H]1CN(C)C(=O)c2cc(NC(=O)C3CCCC3)ccc2OC[C@H](C)NC[C@@H]1C
  -21	/	-0.2	/
> C[C@H](CO)N1C[C@H](C)[C@H](CN(C)C(=O)c2ccc(F)cc2)Oc2ncc(/C=C/c3ccccc3)cc2C1=O
  /	5	15	-69
> COc1cccc(S(=O)(=O)N(C)C[C@@H]2Oc3cc(C#CCN(C)C)ccc3S(=O)(=O)N([C@H](C)CO)C[C@H]2C)c1
  ?	-3	2.1	-75
> COc1ccc2c3c([nH]c2c1)[C@H](CO)N(C(=O)C1CCCC1)CC31CN(C(=O)NC(C)C)C1
  /	-4	-1.0	-14
> CN(C)CC(=O)N1CC2(C1)[C@@H](c1ccccc1)[C@@H](CO)N2C(=O)C1CCC1
  /	1	2.4	21
> CN(C)C(=O)c1ccc(-c2ccc([C@H]3[C@@H](C#N)N(C(=O)C4CCC4)[C@@H]3CO)cc2)cc1
  20	5	-1.5	-15
> CNC[C@@H]1Oc2ccc(NS(=O)(=O)c3ccc(F)cc3)cc2C(=O)N([C@@H](C)CO)C[C@@H]1C
  29	4	-0.9	12
> C/C=C/c1cnc2c(c1)C(=O)N([C@@H](C)CO)C[C@H](C)[C@@H](CN(C)S(=O)(=O)c1ccc(OC)cc1)O2
  18	-1	-0.3	-54
> CNC[C@H]1OCCCC[C@H](C)Oc2ccc(NC(=O)CCCN(C)C)cc2C(=O)N([C@H](C)CO)C[C@@H]1C
  100*!	-3	1.9	36&45
